Bioassay records (PubChem BioAssay)
ERAP1 HTS inh – ERAP1 (human) enzyme inhibition | Q9NZ08 | recombinant ERAP1, Leu-AMC fluorescence, 60 min | inhibition, % at 10.7 µM | 340,000 compounds, 0.15% hits | AID 652197;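 active means mean replicate inhibition of at least 30%, or all replicates individually reaching that 30% level; inactive means mean below 30% and not every replicate reaching it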;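 further: 0% = neutral control wells and 100% = L-leucinethiol positive control wells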
Target sequence (Q9NZ08 whole entry, looked up): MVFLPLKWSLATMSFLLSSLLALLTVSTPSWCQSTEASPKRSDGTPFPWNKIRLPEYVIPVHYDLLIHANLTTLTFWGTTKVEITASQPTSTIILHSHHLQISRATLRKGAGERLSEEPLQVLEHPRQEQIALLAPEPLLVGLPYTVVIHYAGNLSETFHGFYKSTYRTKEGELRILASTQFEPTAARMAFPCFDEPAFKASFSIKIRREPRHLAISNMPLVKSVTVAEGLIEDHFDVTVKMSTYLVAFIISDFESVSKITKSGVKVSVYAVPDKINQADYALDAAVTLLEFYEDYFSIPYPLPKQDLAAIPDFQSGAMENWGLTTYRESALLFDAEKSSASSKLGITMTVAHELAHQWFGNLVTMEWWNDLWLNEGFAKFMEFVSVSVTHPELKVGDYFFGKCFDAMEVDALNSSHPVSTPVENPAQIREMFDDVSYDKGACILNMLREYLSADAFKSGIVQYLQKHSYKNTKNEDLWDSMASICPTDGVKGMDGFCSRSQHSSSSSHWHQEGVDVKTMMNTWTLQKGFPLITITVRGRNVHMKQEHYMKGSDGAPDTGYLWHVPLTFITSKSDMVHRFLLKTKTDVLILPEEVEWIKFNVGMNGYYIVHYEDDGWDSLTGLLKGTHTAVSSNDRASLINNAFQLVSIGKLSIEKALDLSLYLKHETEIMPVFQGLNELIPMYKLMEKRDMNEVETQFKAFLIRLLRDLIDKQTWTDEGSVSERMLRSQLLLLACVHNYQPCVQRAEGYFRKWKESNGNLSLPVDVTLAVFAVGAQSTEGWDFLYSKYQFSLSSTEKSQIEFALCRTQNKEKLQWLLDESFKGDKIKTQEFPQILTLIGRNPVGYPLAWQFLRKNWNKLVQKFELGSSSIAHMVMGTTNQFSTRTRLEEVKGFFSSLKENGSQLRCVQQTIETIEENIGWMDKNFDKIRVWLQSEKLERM
GSIS activator – primary screen for activators of insulin secretion dependent on glucose, INS-1E cells, GLuc reporter luminescence; INS-1E GLuc reporter insulin secretion, 2-3 h; activation, % at 16.6 µM; 370,000 compounds, 0.61% hits; AID 743287;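 active means lowest replicate activation of at least 40%, so every replicate reaches that level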;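 further: 0% = median of neutral control wells and 100% = median of IBMX positive control wells; some compounds called inactive have numbers as strong as hits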
RAD54 branch – inhibitors of human RAD54 branch migration; Q92698; RAD54 Holliday junction branch migration, FAM/BHQ fluorescence; inhibition, % at 10.4 µM; 360,000 compounds, 0.14% hits; AID 602329;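 active means mean normalized replicate activity at least 40 and at least half of replicates scoring 40 or more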;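 further: 0% = median of neutral control wells and 100% = median of positive control wells; inhibitors cause a drop in the FAM fluorescence signal; in these data hits start at about 50%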
Xi reactivation – activators of X-chromosome reactivation in mouse fibroblasts | XiGFP mouse fibroblasts, % GFP-positive cells imaging, 3 d; cells co-treated with 5-aza-dC sensitizer; scaled so ellipticine positive control = 100% | activation, % at 7.58 µM | 360,000 compounds, 0.055% hits | AID 743238;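 active means mean normalized replicate activation at least 10% and every replicate at or above 10%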;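 further: 0% = median of on-plate neutral control wells and 100% = ellipticine 6 µM median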
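System: 68-5-11 XiGFP fibroblast line; Timing: 3 days compound exposure; Compound dosing: one concentration, pinned; Benchmarks: positive control ellipticine, 6 µM final; Buffer or medium: DMEM containing 5-aza-dC.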
F508del corr – CFTR F508del correction in bronchial cells. 350,000 compounds, 0.36% hits. CFBE cells, YFP halide quenching; stimulated with forskolin plus potentiator P3; % fluorescence drop versus neutral controls. activity (quench increase), % at 7.58 µM;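 active means mean added fluorescence quench of at least 8% versus neutral control, with both replicates also reaching 8%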;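 further: cells transiently co-express mutant CFTR-F508del with the halide-sensitive YFP; corrector assay measuring rescue of mutant channel to the surface after 24 h compound exposure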
esBAF inh – blocks esBAF chromatin remodeling in mouse ES cells; Bmi1-luciferase knock-in reporter, 24 h; 100% = twice the neutral-well signal; reporter increase, % at 12.5 µM; 350,000 compounds, 2% hits; AID 602393; in the data active means activation above about 40%;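 further: 0% = median of the plate's neutral control wells and 100% = double that signal; a rise in the Bmi1 reporter signal indicates esBAF inhibition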
ARNT TACC3 PPI – disrupts binding between human ARNT and TACC3; inhibition, % at 9.99 µM; 390,000 compounds, 0.66% hits; Q9Y6A5; AlphaScreen His-ARNT PAS-B/GST-TACC3 binding, luminescence; TACC3 fragment carries E629A point mutation;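 active means mean inhibition of replicates at least 50% and at least half of replicates each reaching 50%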;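 further: 0% = complete ARNT plus TACC3 wells and 100% = ARNT alone without TACC3; many hits fall short of the cut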
RAD52 inh – inhibitors of human RAD52 DNA annealing | inhibition, % at 18.7 µM | 360,000 compounds, 0.46% hits | P43351 | recombinant RAD52 DNA annealing, FRET fluorescence;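 active means every replicate showing at least 50% inhibition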
Active calls of the source: *; / = no result given.

cpd	canonical_smiles	RAD54 branch	RAD52 inh	F508del corr	ERAP1 HTS inh	GSIS activator	Xi reactivation	ARNT TACC3 PPI	esBAF inh
1	CSS(=O)(=O)c1cccc2cccnc12	-2.5	-0.2	0.0	85.1*	-3.5	0.0	35.6	/
2	CCc1noc(C)c1C(=O)N1CCN(S(=O)(=O)c2ccc(Br)cc2)CC1	-2.1	-1.9	3.0	0.3	-1.7	0.1	-2.6	/
3	O=S(=O)(c1ccccc1)N1CC[C@@H]2[C@H](CO)Nc3ccc(Br)cc3[C@@H]21	3.9	-7.8	-1.6	-0.9	-0.5	0.2	-4.5	0.2
4	Cc1cc(C)c2c(=O)n3c(nc2c1)C(Cc1ccc(O)cc1)NC(=O)c1cccnc1-3 (configuration not stated)	-3.3	-6.5	-0.2	1.9	-17.6	0.5	/	-1.0
5	CCOC(=O)c1c(S(=O)(=O)N2c3ccccc3CC2C)c(C)n(C)c1C (configuration not stated)	-14.6	7.4	-1.3	2.1	-4.4	0.3	6.3	-4.0
6	C[C@@H]1CN([C@@H](C)CO)C(=O)c2cc(NC(=O)CCCN(C)C)ccc2O[C@@H](C)CCCCO[C@@H]1CN(C)C(=O)NC1CCCCC1	-5.0	-50.3	-0.8	-0.3	8.2	0.1	-4.1	-1.1
7	CN(C)C(=O)[C@@H]1[C@@H](CO)[C@@H]2Cn3c(ccc(C4=CCCC4)c3=O)[C@H]1N2CC1CC1	1.2	-19.5	-0.9	0.8	14.6	0.2	-1.8	0.2
8	NS(=O)(=O)c1ccc(CCNC(=O)c2cnc(Cl)c(Cl)c2)cc1	-5.7	-5.1	1.3	-4.7	4.3	0.4	-0.3	1.4
9	CC(C)[C@H](NC(=O)N1CC(=O)Nc2ccccc21)C(=O)N[C@H](C(=O)O)c1ccccc1	-22.0	-1.0	1.2	1.0	-0.2	0.0	5.2	-5.9
10	CC(C)Cc1nnc(NC(=O)CCC(=O)NC2CC2)s1	-6.5	-2.5	3.8	0.3	17.5	0.0	16.1	-7.5
11	COc1ccc(NC(=S)N(CCc2c(C)[nH]c3ccc(C)cc23)Cc2cccnc2)cc1	3.6	-4.3	-0.8	-1.5	-9.0	0.4	2.5	2.7
12	O=Nc1c(O)c2ccccc2c2ccccc12	0.0	-8.6	-3.1	-5.2	-22.5	1.9	21.0	-62.1
13	CC(C)C(=O)Nc1nnc(S(=O)(=O)N2CCc3ccccc32)s1	-5.0	-13.6	1.3	-4.0	5.4	-0.1	2.3	-48.9
14	C[C@H](CO)N1C[C@H](C)[C@@H](CN(C)S(=O)(=O)c2cn(C)cn2)Oc2c(NC(=O)Nc3cccc4ccccc34)cccc2C1=O	-16.7	13.1	-2.5	-1.4	-9.9	-1.4	/	-0.9
15	CSC1=NC(C)(C)C=C(/C=C/c2ccc(Cl)cc2)N1	-8.8	-20.2	-0.8	10.7	-14.6	0.4	17.0	-1.9
16	CCN(C(=O)CSc1ncccn1)C1CCS(=O)(=O)C1 (configuration not stated)	4.9	-0.2	2.4	-1.0	3.1	0.2	-1.5	-3.2
17	C[C@@H]1CN([C@@H](C)CO)C(=O)c2cccc(NS(=O)(=O)c3ccc(Cl)cc3)c2O[C@@H]1CN(C)S(=O)(=O)c1cn(C)cn1	/	/	0.8	/	5.9	0.1	/	-1.4
18	CC=Cc1ccc2n(c1=O)C[C@H]1[C@H](CO)[C@@H](C(=O)N3CCOCC3)N(Cc3ccccc3OC)[C@@H]21 (mixture of isomers)	-5.2	-16.3	/	-5.9	11.7	0.0	-3.1	-1.6
19	Cc1ccc(S(=O)(=O)CCC(=O)OC(C)C(=O)NC2CCCCC2C)cc1 (configuration not stated)	2.0	-7.8	3.1	-0.4	0.6	0.0	-22.7	-8.9
20	O=C(NC1CCCCC1)C(=S)NCCc1ccccc1	-5.0	5.1	-0.9	2.1	11.3	0.2	-0.6	36.2
21	Cc1cccc(OCc2nnc(SCC(=O)O)n2-c2ccccc2)c1	-0.3	-4.9	-8.0	0.6	-17.2	0.0	-0.7	7.2
22	Cc1ccc(NC(=O)CSc2nnc3n2CCCCC3)cc1S(=O)(=O)N1CCOCC1	-0.7	-10.2	0.4	-3.5	/	0.2	/	-0.4
23	CC(=O)c1ccc(N2CCN(CC(=O)Nc3cc(C)on3)CC2)cc1	5.1	-11.5	-0.6	3.9	5.7	-0.1	-2.5	4.8
24	C/C(=N\NC(=O)CCc1c[nH]c2ccccc12)c1ccc([N+](=O)[O-])cc1	/	-14.5	0.9	-3.1	-4.8	0.0	-0.6	/
25	CCOc1ccc(OCC)c(NC(=O)CSCCc2ccccn2)c1	-6.5	-5.8	1.5	/	22.9	/	2.7	8.8
26	CCN(Cc1ccccc1)S(=O)(=O)c1ccc(OC)cc1	6.8	-12.4	-4.1	2.4	-21.0	0.1	-30.9	-11.8
27	COC(=O)c1ccc(Nc2ccc3nonc3c2[N+](=O)[O-])cc1	-0.7	-12.2	1.7	-4.3	15.3	0.1	-1.1	-3.7
28	CCOc1ccccc1N1CCN(C(=O)NC(C)c2ccc(F)c(F)c2)CC1 (configuration not stated)	8.7	-9.6	-2.3	-3.2	-13.5	0.0	-3.5	-7.5
29	CCCc1nnc(NC(=O)CN2C(=O)C3C4C=CC(C4)C3C2=O)s1 (configuration not stated)	-4.3	/	/	/	-3.1	/	-5.2	-3.7
30	CC(C)NC(=O)Nc1ccc2c(c1)C(=O)N([C@@H](C)CO)C[C@@H](C)[C@@H](CN(C)C(=O)Nc1ccc(F)cc1)OCCCC[C@@H](C)O2	8.8	-41.0	-0.2	0.8	18.8	-0.1	3.7	-1.5
31	CCC1=NN(C(=O)c2cccc([N+](=O)[O-])c2)C(O)(c2ccc(C)cc2)C1 (configuration not stated)	1.1	-13.5	-0.7	0.0	-5.7	0.1	-0.9	5.3
32	C/C=C/c1ccc([C@H]2[C@@H](CO)N(C(=O)Cc3ccccn3)[C@H]2C#N)cc1	1.0	-35.9	-2.5	2.2	0.2	0.0	10.9	0.2
33	O=C(NC1CCCN(CCc2ccccc2)C1)c1c[nH]c2ccccc12 (configuration not stated)	-10.8	-12.3	-0.3	-1.7	-22.6	0.2	3.5	5.3
34	CN(C)C(=O)c1cccc(-c2ccc([C@@H]3[C@H]4CN(C(=O)C5CCC5)CC(=O)N4[C@H]3CO)cc2)c1	/	-5.0	3.7	2.0	-4.0	0.0	/	/
35	N#Cc1ccc(-c2nc3ccc(Cl)cn3c2Cc2cccc(F)c2)cc1	-1.1	-18.7	1.5	-3.2	-3.6	-0.1	/	0.1
36	O=S(=O)(c1ccccc1F)N1C[C@@H]2N[C@H](C1)C2c1ccc(-c2cccnc2)cc1 (some centres not stated)	/	6.6	1.0	0.4	-8.6	0.0	/	/

Fetched by structure from the entries so far, 5 records:
cpd	canonical_smiles	RAD54 branch	RAD52 inh	F508del corr	ERAP1 HTS inh	GSIS activator	Xi reactivation	ARNT TACC3 PPI	esBAF inh
28	CCOc1ccccc1N1CCN(C(=O)NC(C)c2ccc(F)c(F)c2)CC1 (configuration not stated)	8.7	-9.6	-2.3	-3.2	-13.5	0.0	-3.5	-7.5
25	CCOc1ccc(OCC)c(NC(=O)CSCCc2ccccn2)c1	-6.5	-5.8	1.5	/	22.9	/	2.7	8.8
30	CC(C)NC(=O)Nc1ccc2c(c1)C(=O)N([C@@H](C)CO)C[C@@H](C)[C@@H](CN(C)C(=O)Nc1ccc(F)cc1)OCCCC[C@@H](C)O2	8.8	-41.0	-0.2	0.8	18.8	-0.1	3.7	-1.5
33	O=C(NC1CCCN(CCc2ccccc2)C1)c1c[nH]c2ccccc12 (configuration not stated)	-10.8	-12.3	-0.3	-1.7	-22.6	0.2	3.5	5.3
32	C/C=C/c1ccc([C@H]2[C@@H](CO)N(C(=O)Cc3ccccn3)[C@H]2C#N)cc1	1.0	-35.9	-2.5	2.2	0.2	0.0	10.9	0.2

Other entries.
cpd	canonical_smiles	RAD54 branch	RAD52 inh	F508del corr	ERAP1 HTS inh	GSIS activator	Xi reactivation	ARNT TACC3 PPI	esBAF inh
37	CN(C(=O)CSc1nnc(-c2ccccc2)c(-c2ccccc2)n1)C1CCS(=O)(=O)C1 (configuration not stated)	-6.8	-1.6	0.5	3.7	15.8	0.0	/	2.3
38	CN(C)CCCNC1=CC(=O)CC(c2ccccc2)C1 (configuration not stated)	/	-1.6	-1.0	-2.0	4.7	-0.2	-3.5	/
39	COc1cc(OC)c2c(c1)OC(=O)CC2c1cc(OC)c(OC)c(OC)c1 (configuration not stated)	-5.3	-16.4	3.9	/	17.3	0.2	/	-3.4
40	O=C(CN(CC1CCCO1)S(=O)(=O)c1ccc(S(=O)(=O)NC2CC2)cc1)Nc1ccccc1 (configuration not stated)	-5.7	/	/	/	0.2	/	-3.2	-0.4
41	Cc1cc(C)c(OCC(=O)N(Cc2ccc(N(C)C)cc2)C2CCS(=O)(=O)C2)c(C)c1 (configuration not stated)	-4.2	-16.9	-2.0	/	-3.6	0.0	18.2	4.5
42	CCN(CC)S(=O)(=O)c1cccc(NC2=NCC(C)S2)c1 (configuration not stated)	-5.2	3.0	4.3	0.7	0.2	-0.1	-1.6	0.0
43	O=C(Nc1ccccc1Oc1ccccc1)C1=COCCO1	1.2	-4.2	-3.0	-6.1	14.3	0.0	-3.2	-7.3
44	CCCN(CC(=O)Nc1ccccc1C)C(=O)C1CC(=O)N(c2ccccc2C(C)CC)C1 (configuration not stated)	-9.1	2.5	0.7	-1.1	-10.8	0.2	-0.8	4.4
45	CCC(C(=O)NC1CCCC1)n1nc(C)n2c(cc3occc32)c1=O (configuration not stated)	-0.7	-10.6	2.7	4.8	4.8	0.0	2.8	-2.9
46	O=C(NCC(c1ccco1)N1CCc2ccccc2C1)c1ccccc1 (configuration not stated)	0.5	-12.2	1.4	1.0	-9.2	-0.1	-0.7	/
47	O=C(Nc1cccnc1)Nc1cccc(F)c1	7.2	-11.4	-4.2	-6.7	-17.4	0.0	0.1	17.3
48	O=C1CN(c2ccc(Br)cc2)C(=O)N1CC(=O)N1CCCc2ccccc21	6.0	/	/	/	-12.9	/	-1.8	-6.3
49	N#CCCN1CCN(C(=O)c2c(N)no[n+]2[O-])CC1	/	-20.1	2.2	-0.4	4.0	0.0	-2.6	/
50	CCCC#Cc1cnc2c(c1)C(=O)N([C@@H](C)CO)C[C@@H](C)[C@@H](CN(C)Cc1ccncc1)O2	1.5	1.4	/	-3.6	21.0	-1.2	23.2	1.2
51	CCOC(=O)Nc1sc2c(c1C(N)=O)CCC(C)C2 (configuration not stated)	/	/	/	/	5.6	0.1	0.9	7.7
52	CC(C)C#Cc1ccc2c(c1)O[C@H](CN(C)C(=O)c1cccc(F)c1)[C@@H](C)CN([C@@H](C)CO)S2(=O)=O	1.8	4.3	0.1	-0.6	-11.4	-0.5	/	6.2
53	Cc1[nH]c2ccccc2c1C(=O)C(=O)NCc1nnnn1-c1ccc(F)cc1	-1.5	-10.5	-2.2	-3.0	-4.9	0.4	/	-0.8
54	O=C(O)c1ccc(/C=N/N2CCN(Cc3ccccc3)CC2)cc1	-12.2	/	/	/	0.5	0.0	-1.5	/
55	Cc1cc(C)c(S(=O)(=O)Nc2ccccc2-c2ccccc2)c(C)c1	1.0	-1.3	/	2.8	-2.7	0.0	-0.9	1.4
56	Fc1ccc(C2=Nn3c(nnc3-c3ccco3)SC2)cc1	-11.4	-4.9	-0.7	3.0	19.7	0.1	2.6	-4.6
57	O=C(NCc1ccc(N2CCCC2=O)cc1)Nc1cccc(Cl)c1	-7.0	-6.1	/	-2.5	-5.3	/	-4.7	2.2
58	Cc1onc(-c2ccccc2Cl)c1C(=O)NCc1ccccc1F	-4.7	-9.3	1.6	-1.2	17.4	0.2	-0.8	-9.6
59	O=C(O)c1cccc(C(=O)O)c1	-14.7	-2.8	-0.1	/	-6.6	/	-3.7	-4.5
